Compound activity from PubChem BioAssay.
IMP-1 inh: inhibitors of Pseudomonas aeruginosa IMP-1 metallo-beta-lactamase. purified IMP-1, nitrocefin hydrolysis, epi-absorbance fluorescence. inhibition, % at 5.6 µM. hit rate 0.45% among 290,000. AID 1556;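 active = inhibition above the mean plus 3 SD of all compounds in the same screening run, cut at about 4.5% in these data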;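 also: 0% = IMP-1 with DMSO and 100% = DMSO wells lacking enzyme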
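System: purified IMP-1; amount: IMP-1 0.2 nM before substrate addition; compound: single dose, 5.6 µM; times: 25 °C, 15 min preincubation, 25 min reaction; signal: Epi-absorbance via hydrolysed-nitrocefin quenching of white-plate fluorescence, 480/530 nm, EDTA stop; benchmarks: DMSO with and without IMP-1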
PHOSPHO1 inh: blocks human PHOSPHO1 phosphatase activity. inhibition, % at 13.3 µM. hit rate 1.1% among 290,000. recombinant PHOSPHO1, absorbance phosphatase assay. Q8TCT1; in the data active = inhibition above about 60%
Target sequence (Q8TCT1 whole entry, looked up): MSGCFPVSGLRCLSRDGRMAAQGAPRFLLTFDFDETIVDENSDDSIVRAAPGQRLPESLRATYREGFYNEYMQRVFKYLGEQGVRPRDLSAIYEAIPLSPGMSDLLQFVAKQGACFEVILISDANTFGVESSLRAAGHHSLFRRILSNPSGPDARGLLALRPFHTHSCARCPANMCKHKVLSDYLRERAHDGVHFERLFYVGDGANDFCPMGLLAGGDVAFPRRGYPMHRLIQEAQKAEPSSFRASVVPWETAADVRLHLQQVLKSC
HCV NS3 hel inh: HCV NS3 helicase inhibition | NS3 helicase DNA unwinding, Cy5 molecular beacon fluorescence | inhibition, % at 10.9 µM | hit rate 0.56% among 290,000 | AID 1800;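 active = inhibition above the mean of all tested compounds plus 3 SD, set per campaign, cut at about 35% in these data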;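 also: 0% = DMSO wells and 100% = thioflavine S control wells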
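Material: hepatitis C virus NS3 helicase domain fragment enzyme; measured by: Cy5 fluorescence, 0 and 60 min reads; control set: DMSO and thioflavine S; incubation: 60 min unwinding reaction at 25 °C after ATP addition; read-out basis: % inhibition from 60/0 min fluorescence ratio, DMSO 0%, thioflavine S 100%; repeats: singlicate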
V1aR counter: counter-screen for oxytocin receptor agonists: human V1a receptor agonists; P37288; CHO-V1R cells, Fluo-8 calcium fluorescence, agonist mode; 0% DMSO, 100% 3 nM vasopressin; activation, % at 3 µM; hit rate 0.25% among 320,000; AID 2797;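 active = activation above the mean activation of all tested compounds plus 3 SD, per screening run, cut at about 20% in these data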;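 also: signal is peak over basal fluorescence ratio across a 100 second FLIPR read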
Target sequence (P37288 whole entry, looked up): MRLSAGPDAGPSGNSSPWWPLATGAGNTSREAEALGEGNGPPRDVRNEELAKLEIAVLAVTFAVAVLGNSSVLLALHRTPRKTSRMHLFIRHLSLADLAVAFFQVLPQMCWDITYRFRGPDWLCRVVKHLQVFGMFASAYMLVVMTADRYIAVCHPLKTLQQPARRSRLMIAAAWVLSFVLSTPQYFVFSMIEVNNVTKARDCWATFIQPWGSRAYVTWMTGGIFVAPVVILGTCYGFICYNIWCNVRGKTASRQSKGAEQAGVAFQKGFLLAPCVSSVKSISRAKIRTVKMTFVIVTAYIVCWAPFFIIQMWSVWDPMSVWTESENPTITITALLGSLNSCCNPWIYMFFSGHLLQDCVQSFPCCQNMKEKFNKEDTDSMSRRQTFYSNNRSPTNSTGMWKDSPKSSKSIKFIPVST
FID counter: counter-screen for HCV NS3 helicase inhibitors: DNA intercalator displacement; inhibition, % at 7.9 µM; DNA fluorescent intercalator displacement, fluorescence; hit rate 0.17% among 290,000; in the data active = inhibition above about 37%;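 also: 0% = vehicle and 100% = reference compound; higher means more ethidium bromide displaced from hairpin DNA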
GPR7 antagonist: antagonists of human GPR7 (neuropeptides B/W receptor 1). P48145. GPR7-expressing cells, fluorescence antagonist assay. inhibition, % at 4.4 µM. hit rate 1.1% among 290,000. AID 1861; in the data active = inhibition above about 16%, passing the limit was not always enough;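 also: cells stimulated with the agonist NPW; 0% = agonist with vehicle and 100% = vehicle without agonist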
Target sequence (P48145 whole entry, looked up): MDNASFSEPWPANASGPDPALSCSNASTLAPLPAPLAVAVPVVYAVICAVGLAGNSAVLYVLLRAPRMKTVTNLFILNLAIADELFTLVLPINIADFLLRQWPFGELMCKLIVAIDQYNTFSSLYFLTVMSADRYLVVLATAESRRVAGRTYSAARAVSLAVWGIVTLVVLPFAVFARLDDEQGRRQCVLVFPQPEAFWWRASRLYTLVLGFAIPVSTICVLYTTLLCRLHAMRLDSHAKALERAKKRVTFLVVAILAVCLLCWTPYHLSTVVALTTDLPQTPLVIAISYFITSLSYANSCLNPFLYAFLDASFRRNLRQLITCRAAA
VIM-2 inh: inhibitors of Pseudomonas aeruginosa VIM-2 metallo-beta-lactamase. purified VIM-2, nitrocefin hydrolysis, epi-absorbance fluorescence. inhibition, % at 5.6 µM. hit rate 0.89% among 290,000. AID 1527;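 active = inhibition above the mean of all tested compounds plus 3 SD, cutoff set per screening run, cut at about 7.5% in these data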;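 also: red hydrolysis product quenches plate fluorescence so inhibitors raise well fluorescence; 0% = enzyme with DMSO and 100% = DMSO without enzyme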
OXTR ag: agonists of human oxytocin receptor; P30559; CHO-OTR cells, Fluo-8 calcium fluorescence; normalized: DMSO 0%, oxytocin 100%; activation, % at 3 µM; hit rate 0.32% among 320,000; AID 2435;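 active = activation above the mean of all tested compounds plus 3 SD, cutoff set per screening run, cut at about 20% in these data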;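 also: peak over basal fluorescence ratio from a 100 s FLIPR kinetic read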
GalR3 antag: antagonists of human GalR3; O60755; HEK293 GalR3-CNG cAMP membrane potential fluorescence; galR3 body fused to GalR1 C-terminus; inhibition, % at 3 µM; hit rate 0.44% among 360,000; AID 651719;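 active = inhibition above the screen-wide average plus 3 SD, cut at about 13% in these data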;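 also: forskolin and galanin both at EC90 stimulate the cells; cAMP rise reported by CNG channel membrane potential dye signal; 0% = forskolin plus galanin with DMSO and 100% = forskolin alone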
Starred values were filed as active, the others as inactive; . = not tested or not shown.

#	structure	IMP-1 inh	PHOSPHO1 inh	HCV NS3 hel inh	V1aR counter	FID counter
1	Cc1ccc(-c2nc(CS(=O)(=O)CC(=O)NCc3ccc4c(c3)OCO4)c(C)o2)cc1	0.6	1	-11	2.9	-38
2	Cc1ccccc1NC(=O)CSc1n[nH]c(-c2ccccn2)n1	-3.7	.	-1	-1.3	-24
3	Cn1c2ccccc2c2nn(-c3ccccc3)c(=O)cc21	-1.4	-11	7	0.2	-21
4	CC(C)OCCCN1C(=O)c2[nH]nc(-c3ccccc3O)c2C1c1cccc(Cl)c1 (stereo unspecified)	-2.0	20	2	-1.3	-31
5	COc1ccc(N2CCN(C(=O)CSc3nnc(NC(=O)C4CCC4)s3)CC2)cc1	-1.6	41	0	9.0	-3
6	CC(=O)c1ccc(NC(=O)c2cc(-c3cccs3)on2)cc1	-0.7	15	-10	0.0	-4
7	Cc1ccc(N2CC(C(=O)N3CCN(Cc4ccc5c(c4)OCO5)CC3)CC2=O)cc1 (stereo unspecified)	-2.7	43	8	0.7	-30
8	O=C(c1ccco1)N1CCN(C(c2ccccc2)c2nnnn2C2CCCC2)CC1 (stereo unspecified)	1.4	1	-6	-0.2	-32
9	CC(c1ccccc1)N1CCN(C(=O)CCl)CC1 (stereo unspecified)	-2.5	28	5	0.6	1
10	CC(=O)Oc1ccccc1N1C(=O)c2ccc(C(=O)O)cc2C1=O	-0.9	44	0	0.1	6

#	GPR7 antagonist	VIM-2 inh	OXTR ag	GalR3 antag
1	2	-7.4	0.1	2
2	-16	-8.2	-0.8	-4
3	-5	0.3	-1.4	-6
4	-10	-4.3	-0.1	-4
5	-9	-5.0	0.5	-3
6	-6	0.3	0.4	-6
7	-10	-1.8	1.8	-11
8	-2	-0.6	-0.5	-1
9	-3	-2.8	0.0	-3
10	5	-0.1	1.8	-4

Along the list, from the results shown:
Entries 1–10 in GalR3 antag read 2, -4, -6, -4, -3, -6, -11, -1, -3, -4
Entries 1–10 in GPR7 antagonist read 2, -16, -5, -10, -9, -6, -10, -2, -3, 5
Entries 1–10 in PHOSPHO1 inh read 1, ., -11, 20, 41, 15, 43, 1, 28, 44

(next part)
#	structure	IMP-1 inh	PHOSPHO1 inh	HCV NS3 hel inh	V1aR counter	FID counter
11	Cc1ccc(-c2n[nH]c(=S)n2/N=C/c2cc3c(cc2[N+](=O)[O-])OCO3)cc1	-8.4	100*	9	-0.9	-15
12	CCN(c1ccccc1)S(=O)(=O)c1ccc(C(=O)N(CCCN(C)C)c2nc3cc4c(cc3s2)OCO4)cc1	-2.1	4	-42	6.8	30
13	COC(=O)C1=CN(C(C)C)C=C(C(=O)OC)C1c1cc2c(cc1Br)OCO2	-5.7	4	6	-1.9	-4
14	N#C/C(=C\c1cccs1)C(=O)c1ccccc1Cl	-0.6	25	41*	1.0	-4
15	O=C(c1ccccc1)c1c(O)nc(-c2ccccc2)n(-c2ccccc2)c1=O	-2.1	-1	8	0.1	-15
16	CC(C)C[C@@H](NC(=O)C1CCC(CNC(=O)[C@@H]2CCCN2C(=O)OC(C)(C)C)CC1)C(=O)O (stereo partly specified)	-1.8	36	-5	.	-24
17	CC1=CC(c2ccccc2)n2nc(NC(=O)CCC(=O)O)nc2N1 (stereo unspecified)	-4.4	1	-7	0.8	-6
18	COc1ccc(Cc2nnc(NC(=O)CS(=O)(=O)Cc3ccccc3)s2)cc1	-2.7	35	13	-0.3	-40
19	CN(CC(=O)Nc1cccc(F)c1)C(=O)c1cccc(S(=O)(=O)N2CCN(c3ccccc3)CC2)c1	-2.1	-7	-12	12	-26
20	Cc1ccccc1CN1C(=O)C(O)(CC(=O)c2ccncc2)c2ccccc21 (stereo unspecified)	-3.2	4	-4	0.7	1

#	GPR7 antagonist	VIM-2 inh	OXTR ag	GalR3 antag
11	2	-6.3	-0.9	0
12	19	-1.9	8.7	-4
13	-18	0.9	-1.4	-6
14	-22	0.8	-0.5	0
15	-9	-2.1	-1.0	0
16	-13	-1.7	.	-11
17	-7	-2.2	0.9	-3
18	1	-1.7	0.3	2
19	2	0.0	5.9	-5
20	8	-2.1	-0.3	-3

(cont.)
#	structure	IMP-1 inh	PHOSPHO1 inh	HCV NS3 hel inh	V1aR counter	FID counter
21	CC(C)(C)c1nnc(NC(=O)CCn2cnc3ccccc3c2=O)s1	-0.7	54	-13	-0.3	-23
22	COc1ccc(CCNc2oc(COc3ccc(F)cc3)nc2C#N)cc1	-1.9	-3	-3	1.8	-16
23	O=C(CSc1nnnn1-c1ccccc1)N1CCN(C(=O)c2ccco2)CC1	-1.5	20	-5	0.2	-9
24	O=C(c1cc2cc3ccc(Cl)cc3nc2o1)N1CCCCCC1	-2.5	24	-6	-0.1	-34
25	Cc1ccc(-c2[nH]c(=O)n3ccncc23)s1	-4.5	.	21	-0.1	13
26	COc1ccc(/C(C)=N/OCC(=O)N2CC3(C)CC2CC(C)(C)C3)cc1 (stereo unspecified)	-2.1	-2	8	-0.8	-39
27	Cc1ccc(NC(=O)c2nc(S(=O)(=O)Cc3ccccc3C)ncc2Cl)cc1C	-2.8	11	-12	-0.2	-33
28	O=C(COc1cccnc1[N+](=O)[O-])NCc1ccc2c(c1)OCO2	-1.0	43	2	0.4	-4
29	CCOc1ccccc1NC(=O)c1ccc(NC(=O)C2CCCO2)cc1 (stereo unspecified)	-1.4	30	-14	2.2	-26
30	c1ccc(N(c2ccccc2)c2nc(N3CCCC3)nc(-n3ccnc3)n2)cc1	-1.9	4	9	-0.9	-5

#	GPR7 antagonist	VIM-2 inh	OXTR ag	GalR3 antag
21	-9	0.2	0.0	-3
22	8	-6.6	0.0	-6
23	-10	-4.8	-0.1	4
24	10	-0.3	-1.2	.
25	2	-3.1	-0.9	-4
26	-1	-3.2	-0.9	5
27	21	-0.9	-0.3	-6
28	-3	1.0	0.7	-5
29	-5	-1.4	0.4	-9
30	-32	-2.1	-2.2	-5

New compounds follow.
#	structure	IMP-1 inh	PHOSPHO1 inh	HCV NS3 hel inh	V1aR counter	FID counter
31	Cc1ccc(/C=C/c2nc3ccccc3c(=O)n2CCc2ccccc2)cc1	-3.3	-3	-2	-0.1	-2
32	Cc1ccc(S(=O)(=O)Oc2ccc(/C=N/NC(=O)c3ccncc3)cc2)cc1	-2.3	14	-4	0.7	-30
33	CCN(CC)CCCNC(=O)CN1N=C(c2ccc(OC)cc2)CCC1=O	-1.8	15	7	-0.2	-2
34	CCN(CC)S(=O)(=O)c1ccc(NC(=O)CN(c2cccc(F)c2)S(C)(=O)=O)cc1	-0.2	31	-6	3.7	-16
35	COc1cccc(NC(=O)NCCCN2CCN(c3ccc(F)cc3)CC2)c1	1.5	19	-21	6.9	16
36	COc1ccc(C2NC(=S)NC(C)=C2C(=O)N2CCOCC2)cc1 (stereo unspecified)	-3.4	-10	-6	0.0	-9
37	CNC(=S)NNC(=O)c1ccccc1Cl	-2.0	-6	-7	1.7	-3
38	CCNC(=O)NC(C(=O)OC)C12CC3CC(CC(C3)C1)C2 (stereo unspecified)	-1.7	-14	6	1.1	-8
39	Oc1ccc(CN2CCCCC2)c2cccnc12	-2.7	15	5	1.5	-1
40	Cc1cc(C(=O)OCC(=O)NC(C)C)c2ccccc2n1	-1.4	19	5	0.3	-2

#	GPR7 antagonist	VIM-2 inh	OXTR ag	GalR3 antag
31	-9	-1.2	-0.6	-3
32	10	-2.2	3.6	-3
33	5	-2.4	-0.1	-5
34	3	-2.6	2.1	-5
35	1	-1.4	9.9	-4
36	2	-5.0	-0.8	-6
37	-14	-4.0	-0.4	5
38	-2	0.2	0.4	-1
39	-1	0.5	0.1	-1
40	2	-0.6	-0.2	-4

Only V1aR counter, for some of the entries so far:
| entry | SMILES | V1aR counter |
| --- | --- | --- |
| 35 | COc1cccc(NC(=O)NCCCN2CCN(c3ccc(F)cc3)CC2)c1 | 6.9 |
| 36 | COc1ccc(C2NC(=S)NC(C)=C2C(=O)N2CCOCC2)cc1 (stereo unspecified) | 0.0 |

More entries
#	structure	IMP-1 inh	PHOSPHO1 inh	HCV NS3 hel inh	V1aR counter	FID counter
41	C/C(Cl)=C\CNC(C)c1ccccc1 (stereo unspecified)	-2.6	1	-3	-0.4	9
42	COc1ccc2cc(C3(C)NC(=O)N(CC(=O)NCC(F)(F)F)C3=O)ccc2c1 (stereo unspecified)	-2.5	28	7	-0.4	-2
43	CN(c1ccc(F)cc1)S(=O)(=O)c1ccc(Cl)c(C(=O)OCC(=O)NCc2ccco2)c1	-0.2	28	19	-0.6	-28
44	CCCc1cc(C(=O)Nc2cc(OC)ccc2OC)cs1	0.2	-20	-6	0.0	-28
45	Cc1ccc(N(CC(=O)NCc2ccc(F)cc2)S(=O)(=O)c2c(C)nn(C)c2C)cc1	-6.4	62*	6	-1.0	-41
46	CN(Cc1nc(-c2ccccc2)no1)C(=O)c1ccco1	-2.6	32	-3	0.8	-10
47	O=C(NCCc1cccc(F)c1)C1CCN(S(=O)(=O)c2ccccc2)CC1	0.0	38	-17	4.0	-24
48	S=c1oc(-c2ccncc2)nn1CCc1ccncc1	-0.5	-10	1	1.6	-3
49	CC(=O)Nc1cc(NC(C)=O)c(N=Nc2ccccc2)cc1C	-4.2	22	10	1.4	-17
50	CC(C)Cc1ccc(/C=C/C(=O)N2CCCCC2)cc1	-3.5	32	5	0.6	-26

#	GPR7 antagonist	VIM-2 inh	OXTR ag	GalR3 antag
41	-14	-1.3	1.3	-1
42	-2	-4.5	-0.9	-8
43	-5	-0.1	-1.3	-1
44	-6	-1.1	-1.5	-2
45	-12	-1.9	-2.6	2
46	-10	-1.3	1.0	-8
47	28	0.6	0.2	-9
48	-14	-4.0	1.9	-3
49	-11	-2.8	-0.8	2
50	-4	-1.5	-2.4	-6

Further records follow:
#	structure	IMP-1 inh	PHOSPHO1 inh	HCV NS3 hel inh	V1aR counter	FID counter
51	CCc1ccc(OCCCC(=O)Nc2ccc(S(=O)(=O)Nc3cc(C)nc(C)n3)cc2)cc1	1.3	6	6	-0.2	-25
52	O=C(NN1C(=O)/C(=C/c2cccnc2)SC1=S)C(c1ccccc1)c1ccccc1	-1.8	-3	21	0.4	-10
53	O=C(NC(=S)NC1CCCc2ccccc21)c1ccc(F)cc1 (stereo unspecified)	-0.8	27	2	7.6	-15
54	COc1ccc(N2CCN(C(=O)c3ccc(NC(=O)C4=CSCCO4)cc3)CC2)cc1	-1.6	43	-4	5.4	-54
55	CC(c1ccco1)N(C(=O)C12CC3CC(CC(C)(C3)C1)C2)c1ccccn1 (stereo unspecified)	0.3	15	1	-1.4	-22
56	COC(=O)COc1ccc(C(=O)OC)cc1	-1.5	6	-1	0.7	1

#	GPR7 antagonist	VIM-2 inh	OXTR ag	GalR3 antag
51	-4	-2.1	-0.1	0
52	1	-4.5	0.7	-8
53	11	-3.0	-1.2	-9
54	-12	-1.3	1.6	.
55	-2	-1.9	-2.2	0
56	13	0.4	0.4	-5

Shown as a hit in HCV NS3 hel inh, among the entries above:
| entry | Structure | IMP-1 inh | PHOSPHO1 inh | HCV NS3 hel inh | GPR7 antagonist | VIM-2 inh | GalR3 antag |
| --- | --- | --- | --- | --- | --- | --- | --- |
| 14 | N#C/C(=C\c1cccs1)C(=O)c1ccccc1Cl | -0.6 | 25 | 41* | -22 | 0.8 | 0 |

The order is random. Share with any hit: about 4.3%.
